Bioassay records (PubChem)
PERK inh – blocks human PERK kinase; Q9NZJ5; CHO PERK-DD fusion, SEAP luminescence translation reporter; inhibition, % at 5.6 µM; hit rate 0.17% among 220,000; AID 1416;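 active means inhibition above the mean inhibition of all tested compounds plus 3 SD, set separately per screening campaign, cut at about 2.9% in these data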;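 further: PERK kinase domain activated by AP20187 dimerizer at 100 nM; 0% = DMSO with dimerizer and 100% = rapamycin at 8.4 µM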
hK5 inh – blocks human kallikrein 5 protease activity. Q9Y337. recombinant hK5, fluorogenic AMC substrate cleavage. inhibition, % at 5 µM. hit rate 0.59% among 210,000;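 active means inhibition of 40% or more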;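 further: 0% = enzyme controls without compound and 100% = no-enzyme blanks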
KCC2 mod – KCC2 (human) Cl- transport modulation; KCC2 cells, thallium flux FluoZin-2 fluorescence; Q9H2X9; hit rate 2.2% among 190,000; B-score of Tl+ flux slope (higher = more flux/activation; lower = inhibition) at 10 µM;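 active means thallium flux slope and its plate-corrected score both differing from the plate sample mean at a set confidence after two filtering rounds, in either direction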;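 further: slope of fluorescence scaled to starting intensity during 10 to 20 s after thallium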
FXIIa inh – blocks human coagulation factor XIIa protease activity. inhibition, % at 5 µM. hit rate 0.3% among 220,000. purified FXIIa, Boc-QGR-AMC fluorogenic substrate, 2 h; in the data active means inhibition above about 40%;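 further: 0% = enzyme with no compound and 100% = blank without enzyme; many of its hits are not listed in these tables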
Rad51 HR inh – Rad51 (human) homologous recombination inhibition; hRad51 DNA strand exchange, fluorescence dequenching; inhibition, % at 10 µM; hit rate 0.085% among 200,000; AID 1385;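 active means inhibition above 40% at the single screening dose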;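 further: 0% = DMSO control wells and 100% = blanks with heterologous ssDNA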
Target sequence (Q06609 whole entry, looked up): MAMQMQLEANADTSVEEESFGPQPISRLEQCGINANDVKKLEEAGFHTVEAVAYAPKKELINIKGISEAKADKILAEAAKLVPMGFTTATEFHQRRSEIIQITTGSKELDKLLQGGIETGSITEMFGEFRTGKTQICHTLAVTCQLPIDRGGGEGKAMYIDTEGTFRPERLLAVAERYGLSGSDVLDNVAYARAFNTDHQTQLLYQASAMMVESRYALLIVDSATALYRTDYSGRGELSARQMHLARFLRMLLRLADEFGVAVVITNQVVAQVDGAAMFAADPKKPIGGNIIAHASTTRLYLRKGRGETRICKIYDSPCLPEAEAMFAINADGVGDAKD
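System: human Rad51 nucleoprotein filaments preassembled on unlabelled ssDNA. Reagent: labelled 47-mer dsDNA for strand exchange. Schedule: 30-min compound preincubation and 15-min exchange, both room temperature. Measured by: FRET fluorescence dequenching, excitation 485 nm, emission 520 nm. Read-out: Fluorescence-based percent inhibition, control- and blank-normalised. Benchmarks: plate controls and plate blanks.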
FXIa inh – factor XIa (human) inhibition. purified FXIa, Boc-Glu-Ala-Arg-AMC fluorogenic substrate. inhibition, % at 5 µM. hit rate 0.14% among 220,000. AID 798;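 active means inhibition of at least 40%; inactive means inhibition below 40%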;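 further: fluorescence of freed AMC excited at 355 nm; 0% = enzyme without compound and 100% = no enzyme blank; many of its hits are not listed in these tables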
Target sequence (P03951 19-387 limits assumed): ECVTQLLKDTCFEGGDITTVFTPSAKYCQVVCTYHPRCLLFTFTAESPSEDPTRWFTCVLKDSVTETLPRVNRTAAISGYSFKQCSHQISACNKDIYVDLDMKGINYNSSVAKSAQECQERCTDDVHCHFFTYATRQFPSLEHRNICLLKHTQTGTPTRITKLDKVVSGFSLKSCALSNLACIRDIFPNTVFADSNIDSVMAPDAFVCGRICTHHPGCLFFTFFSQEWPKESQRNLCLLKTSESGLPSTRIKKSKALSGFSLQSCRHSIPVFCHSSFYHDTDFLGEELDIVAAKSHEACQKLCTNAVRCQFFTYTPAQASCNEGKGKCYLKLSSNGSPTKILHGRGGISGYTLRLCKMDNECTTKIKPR
Target sequence (P03951 388-625 limits assumed): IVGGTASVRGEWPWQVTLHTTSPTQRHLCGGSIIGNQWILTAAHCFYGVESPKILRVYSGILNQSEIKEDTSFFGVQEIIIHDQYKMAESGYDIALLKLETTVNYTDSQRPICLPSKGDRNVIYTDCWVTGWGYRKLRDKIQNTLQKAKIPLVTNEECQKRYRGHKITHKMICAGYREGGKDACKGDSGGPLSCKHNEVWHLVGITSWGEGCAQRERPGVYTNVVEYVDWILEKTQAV
Calpain2 inh – inhibitors of pig calpain II | purified calpain II, fluorogenic peptide substrate, 30 min | hit rate 0.37% among 220,000 | inhibition, % at 16 µM;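 active means inhibition above about 50%, limit read from the data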
thrombin 1536 – blocks human thrombin protease activity | P00734 | alpha-thrombin, Boc-VPR-AMC fluorogenic substrate cleavage | inhibition, % at 5 µM | hit rate 0.26% among 220,000;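 active means inhibition at or above 40%; inactive means inhibition below 40%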;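 further: 0% = enzyme with no compound and 100% = wells without enzyme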
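System – human alpha-thrombin protein · Reagent – Boc-VPR-AMC substrate, 15 µM final · Compound – 5 µM single dose in 0.2% DMSO · Schedule – reaction at room temperature · Technique – AMC fluorescence at 355 nm excitation and 460 nm emission · Read-out basis – % inhibition relative to enzyme controls and enzyme-free blanks · Control set – no-compound enzyme wells and no-enzyme blanks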
Furin inhibitor – blocks human furin protease activity; purified furin, fluorogenic substrate cleavage; hit rate 0.061% among 220,000; inhibition, % at 30 µM; AID 463115; P09958; in the data active means inhibition above about 25%; further: inactives centre near -15
Active calls of the source: *; . = no result given; [ ] = another dose, or the depositor's remark. Not all compounds are listed. The share of hits here may be higher or lower than overall.

SMILES	PERK inh	hK5 inh	KCC2 mod	FXIIa inh	Rad51 HR inh	FXIa inh	Calpain2 inh	thrombin 1536	Furin inhibitor
Cc1cccc(C(=O)Nc2ccnc(-c3cccnc3)n2)c1	0.5	-7.8	-0.636	4.2	13.2	-0.8	36.6	-1.1	-17.6
O=C(N1CCOCC1)N1CCN(c2ccc(F)cc2)CC1	-0.6	-7.9	-0.00486	6.5	-1.9	-6.0	-25.2	-1.6	-21.2[20 µM]
CCOC(=O)c1sc(NC(=O)c2cncc(Br)c2)nc1C	1.4	-6.3	.	13.2	0.3	11.7	20.1	-0.1	-20.8[20 µM]
O=C(NCCO)Nc1ccc2nc(-c3ccco3)c(-c3ccco3)nc2c1	0.3	-10.3	.	1.5	-1.6	2.0	-209.8	-5.3	4.1
CCOc1ccc(CCNC(=O)C2CC(=O)N(C3CCCC3)C2)cc1OCC (stereo unspecified)	0.3	-12.4	0.298	13.0	.	-1.1	-17.2	-1.9	-17.9
Cc1nc(NC(=O)/C=C/c2ccccc2)sc1C(=O)N1CCCCC1	-0.9	-0.3	-0.256	2.6	.	-4.4	30.6	11.9	13.3
Cn1c(CO)cnc1SCc1ccc([N+](=O)[O-])cc1	-0.7	-10.4	0.217	20.6	-5.8	4.0	6.7	-0.4	1.3[20 µM]
O=C(N/N=C\c1ccc(OCC(=O)N2CCCC2)cc1)C(=O)Nc1ccccc1F	0.8	-11.7	-0.406	8.3	8.9	4.7	5.9	-4.1	-8.1
CC(C)Sc1nnc([C@H](Cc2c[nH]c3ccccc23)NC(=O)OC(C)(C)C)o1	-0.5	-3.8	-6.29*	10.9	-7.0	5.1	7.6	2.4	-23.5[20 µM]
CCOC(=O)C1C(c2ccccc2)C(C(=O)OCC)C1c1ccccc1 (stereo unspecified)	0.6	-5.4	0.336	26.7	2.0	20.2	-11.2	5.4	-8.6[20 µM]
Cc1cc(C)c2c(=O)cc(C(F)F)oc2c1	-0.8	4.5	.	9.5	.	2.6	19.7	-2.2	-22.0[20 µM]
CC(=O)NC1(C(F)(F)F)NC(=O)N(c2ccc(F)cc2)C1=O (stereo unspecified)	1.3	-2.8	1.29	3.2	-3.7	-4.8	23.6	-6.5	-24.5
COc1ccc(NC2CC(=O)N(C)C2=O)cc1 (stereo unspecified)	0.5	-4.9	0.0178	9.8	0.7	1.4	5.6	-5.4	-18.5
CCCc1cc(=O)c2c(O)cccc2o1	1.2	-1.5	.	4.0	7.0	2.0	31.0	-1.4	-5.5
Cc1nc(SCC(=O)c2ccc(F)cc2)c([N+](=O)[O-])[nH]1	1.1	21.0	-0.522	3.0	1.2	-7.9	22.4	-0.9	-5.4
COc1ccc(Cc2nnc(NC(=O)c3cccs3)s2)cc1	0.1	3.3	-1.3	9.2	-2.8	10.8	13.4	2.4	-23.4
Cc1cc(NC(=O)CSc2nnc(-c3c[nH]c4ccccc34)n2-c2ccc(F)cc2)no1	0.1	1.1	-0.0594	9.8	5.9	1.3	-17.8	-0.2	-28.4
COc1ccc(OC)c(N=C(N)N=C(N)N)c1	-0.1	.	-0.467	6.6	.	-2.8	-30.2	-6.8	-22.9
COc1ccc(S(=O)(=O)N(C)CC(=O)Nc2cccc(C(C)=O)c2)cc1C	-1.3	1.5	-0.578	2.5	-29.5	11.4	8.5	2.4	-14.5[20 µM]
Cc1nnc2n(-c3ccccc3)c(=O)c3c4c(sc3n12)COC(C)(C)C4	0.6	-21.7	-3.17	9.5	4.1	1.7	-12.9	-6.3	-15.2
O=C(COc1ccccc1-c1ccccc1)NCc1ccco1	1.0	-1.3	-1.24	4.6	-0.2	-7.8	0.1	-1.0	-15.2
O=C(Nc1ccc(Cl)cn1)Nc1ccc(Cl)cn1	0.4	1.4	0.0916	10.8	5.3	5.4	-28.1	0.1	-16.4
COc1ccc(CCNC(=O)/C=C/c2ccc(OC)c(S(=O)(=O)N3CCOCC3)c2)cc1	0.7	-1.4	0.202	0.7	-50.5	-6.8	-20.5	-6.7	-21.9
O=C(CN1C(=O)COc2ccc(S(=O)(=O)N3CCCC3)cc21)NCc1ccccn1	1.1	0.4	0.266	2.4	.	-1.3	-8.6	-9.1	-8.9
N#Cc1c(N)nc2c(c1N)CC(COc1ccccc1)O2 (stereo unspecified)	1.1	-4.9	.	11.0	16.6	-3.5	-2.6	-2.5	-20.5[20 µM]
CC(c1ccco1)N(C(=O)c1ccccc1NS(=O)(=O)c1cccc([N+](=O)[O-])c1)c1ccccn1 (stereo unspecified)	0.7	-8.7	0.239	17.5	12.5	8.8	-28.0	1.7	-14.5
CCOC(=O)C(C(=O)NCc1cccc(OC)c1)c1ncc(C(F)(F)F)cc1Cl (stereo unspecified)	-0.4	36.2	-0.206	44.7*	-0.3	19.0	25.2	24.7	-12.0
O=[N+]([O-])c1ccc(Sc2cccc3cccnc23)c([N+](=O)[O-])c1	1.5	1.9	.	13.2	.	6.5	19.5	2.1	-9.2[20 µM]
CN1CCN(C(=O)C2=C[C@@H](C3CCCCC3)C[C@@H](OCc3ccc(CO)cc3)O2)CC1	0.9	-2.6	0.455	5.2	2.6	-1.4	10.5	-0.8	-29.4
CCCCCC(=O)NC(=S)Nc1ccc(Cl)cn1	-0.3	-0.1	8.25*	-1.2	-5.4	-9.7	27.0	16.1	1.0
COc1cccc(C2CC(c3ccc(Cl)cc3Cl)Nc3nc(N)nn32)c1 (stereo unspecified)	-1.3	3.8	0.0176	3.7	4.0	-4.6	-22.0	-2.1	2.2[20 µM]
CC(=O)OCC(=O)[C@@]12OC(C)(C)O[C@@H]1C[C@H]1[C@@H]3C[C@H](F)C4=CC(=O)C=C[C@]4(C)[C@@]3(F)[C@@H](O)C[C@@]12C	-2.0	-5.9	-0.5	3.1	-15.2	4.9	23.0	.	-21.9
N#CC(C(=O)Nc1ccccc1)=C1CCCCC1	0.1	-11.0	0.859	-22.7	-4.1	-7.9	-28.5	-7.9	-19.0
CCn1c2ccc(OC)cc2c2nc3ccccc3nc21	-0.5	1.9	-1.08	19.3	-3.9	9.2	-17.1	4.7	-12.2[20 µM]
CCOC(=O)C(C)Sc1nc(-c2ccccc2)nc2ccccc12 (stereo unspecified)	0.8	-4.2	1.13	3.8	3.9	-7.4	3.5	-1.1	-15.8
O=C(CCCCCn1c(SCC(=O)c2ccccc2)nc2ccccc2c1=O)NCc1ccco1	-1.2	-4.1	-0.364	7.4	-0.6	-1.9	-19.3	0.3	-8.6
N/C(=N\OC(=O)c1ccc(=O)n(Cc2ccc(Cl)cc2)c1)c1ccccn1	0.0	-4.0	-1.05	5.7	10.5	1.5	-1.5	-15.4	-25.7
CCc1ccc(N(C(=O)c2csnn2)C(C(=O)NC(C)(C)CC)c2ccccn2)cc1 (stereo unspecified)	0.1	0.4	0.42	11.4	-0.6	4.1	7.3	-4.0	-29.4
CC(=O)Nc1ccc(NC(=O)c2oc3cc(C)c(C)cc3c2C)cc1	0.6	-9.1	0.227	13.9	-3.6	2.0	-133.0	-6.9	-20.7
CCOC(=O)c1c(-c2cccc(C)c2)csc1NC(=O)c1c(-c2ccccc2)noc1C	1.1	-6.4	0.576	13.2	13.3	-0.5	-13.9	6.6	-19.2[20 µM]
Cc1nc(NC(=O)c2ccccc2)sc1C1(C)CC(c2c(Cl)cccc2Cl)=NO1 (stereo unspecified)	.	-0.3	-0.528	5.0	2.8	0.7	-57.9	-4.7	-28.4
Nn1c(SCC(=O)Nc2ccc(F)cc2)nnc1-c1cccnc1	0.0	0.9	1.08	11.7	-9.6	-4.5	21.3	-5.6	-19.7[20 µM]
CCN1CCC2(CCN(Cc3cn[nH]c3-c3ccc(OC)c(F)c3)C2)C1 (stereo unspecified)	-0.4	.	.	5.6	-14.5	-3.3	23.6	-3.5	-8.8
S=C(NCCCc1ccccc1)Nc1ccc(Cl)cc1	0.5	-24.6	-3.74*	6.5	2.5	2.0	29.9	-1.2	-4.6
O=C(NN1C(=O)/C(=C/C=C/c2ccco2)SC1=S)c1ccccc1O	0.9	-5.3	-3.26*	4.7	-50.5	4.4	45.1	-4.5	-11.7
Cc1cccc(CCNc2nc3ccccc3n3nnnc23)c1	0.7	-37.0	.	11.8	-2.6	3.2	-147.3	4.2	-19.4[20 µM]
COCCN(C(=S)Nc1cccc(OC)c1)C(C)c1cccs1 (stereo unspecified)	0.3	-25.8	0.539	3.5	.	2.5	23.1	-5.3	-14.0
Cc1cc(-c2ccccc2)nc(N(C)NC(=O)c2cccc(C(F)(F)F)c2)c1S(C)(=O)=O	-1.2	-27.9	-0.72	19.7	.	7.9	5.2	-5.0	-15.3[20 µM]
CCc1ccc(-c2csc(NC(=O)c3cccnc3)n2)cc1	-1.0	-13.6	-0.102	13.3	9.5	5.5	-6.4	0.1	-14.6
CNC(=O)C(=O)Nc1nc(C23CC4CC(CC(C4)C2)C3)cs1	0.8	0.2	3.87*	12.5	-7.8	-1.1	-39.1	-7.7	-21.3

Next records.
SMILES	PERK inh	hK5 inh	KCC2 mod	FXIIa inh	Rad51 HR inh	FXIa inh	Calpain2 inh	thrombin 1536	Furin inhibitor
c1ccc(-c2nnc(-c3ccncc3)o2)cc1	-0.5	4.3	.	17.3	1.8	10.4	-23.3	1.4	-18.4[20 µM]
CN(C)c1cc(O)c(C(=S)Nc2ccccc2)c(N(C)C)c1	-0.3	10.9	.	14.5	.	4.0	2.5	3.6	-6.7
CC1(C(=O)NC2CCCCCCC2)CC1(Cl)Cl (stereo unspecified)	-0.4	-9.6	0.392	14.4	-1.6	-0.3	9.2	2.8	-17.7[20 µM]
CN(C1CCCCC1)S(=O)(=O)c1cccc(C#N)c1	1.8	-7.3	-0.889	1.7	14.7	-4.9	-16.7	-0.2	-24.8
CC1=NN(c2ccc(Cl)cc2)C(=O)C1C(c1cccc(O)c1)c1c(C)[nH]n(-c2ccc(Cl)cc2)c1=O (stereo unspecified)	1.4	-28.0	-0.773	4.1	1.1	2.3	-81.2	-4.6	-31.7
CCC(CO)NCc1ccc(Br)cc1 (stereo unspecified)	0.5	-1.1	-1.61	5.8	-1.9	-1.0	3.4	-0.8	-24.6
Cn1c(Cn2c(=O)sc3ccccc32)nnc1SCC(=O)Nc1ccc(Cl)cc1	1.2	-5.1	0.0623	9.4	3.1	-0.1	-3.8	-3.6	-27.7
CCCN1C2=NCCCN2c2ccccc21	0.0	23.6	-0.386	-5.5	-4.0	-12.5	6.5	-1.8	-5.5[20 µM]
CC(=O)c1cccc(NS(C)(=O)=O)c1	0.9	-1.0	1.03	7.9	0.4	2.1	-24.7	-4.9	-39.8

Four of these compounds, reformatted:
structure | PERK inh | hK5 inh | KCC2 mod | FXIIa inh | Rad51 HR inh | FXIa inh | Calpain2 inh | thrombin 1536 | Furin inhibitor
O=C(CCCCCn1c(SCC(=O)c2ccccc2)nc2ccccc2c1=O)NCc1ccco1 | -1.2 | -4.1 | -0.364 | 7.4 | -0.6 | -1.9 | -19.3 | 0.3 | -8.6
N/C(=N\OC(=O)c1ccc(=O)n(Cc2ccc(Cl)cc2)c1)c1ccccn1 | 0.0 | -4.0 | -1.05 | 5.7 | 10.5 | 1.5 | -1.5 | -15.4 | -25.7
CCc1ccc(N(C(=O)c2csnn2)C(C(=O)NC(C)(C)CC)c2ccccn2)cc1 (stereo unspecified) | 0.1 | 0.4 | 0.42 | 11.4 | -0.6 | 4.1 | 7.3 | -4.0 | -29.4
CC(=O)Nc1ccc(NC(=O)c2oc3cc(C)c(C)cc3c2C)cc1 | 0.6 | -9.1 | 0.227 | 13.9 | -3.6 | 2.0 | -133.0 | -6.9 | -20.7
